Screens: PubChem, several laboratories
sEH inh: inhibitors of human soluble epoxide hydrolase; P34913; recombinant human sEH enzymatic activity assay; inhibition, % at 2 µM; 91,000 tested, 0.34% active; in the data active = inhibition above about 80%; also: values of inactives mirror those of a sister screen read the other way; many of its hits are not listed in these tables
Target sequence (P34913 whole entry, looked up): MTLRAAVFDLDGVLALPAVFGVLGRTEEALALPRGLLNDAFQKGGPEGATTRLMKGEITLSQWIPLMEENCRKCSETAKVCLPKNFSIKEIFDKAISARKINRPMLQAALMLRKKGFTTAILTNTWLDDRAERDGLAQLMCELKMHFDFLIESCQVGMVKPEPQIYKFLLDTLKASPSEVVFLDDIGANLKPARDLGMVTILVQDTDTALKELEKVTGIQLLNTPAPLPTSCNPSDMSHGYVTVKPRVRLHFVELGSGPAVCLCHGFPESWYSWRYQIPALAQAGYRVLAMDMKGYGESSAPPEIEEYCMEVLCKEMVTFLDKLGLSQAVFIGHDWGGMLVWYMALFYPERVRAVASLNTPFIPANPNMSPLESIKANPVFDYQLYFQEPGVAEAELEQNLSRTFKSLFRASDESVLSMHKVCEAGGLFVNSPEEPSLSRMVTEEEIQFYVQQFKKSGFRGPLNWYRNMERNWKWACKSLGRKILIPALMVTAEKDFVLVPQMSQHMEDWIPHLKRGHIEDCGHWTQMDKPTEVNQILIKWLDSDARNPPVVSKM
Lung fibro prol: blocks proliferation of human lung fibroblasts; LL 47 human lung fibroblast viability, ATP luminescence; hits give low values; viability, % at 10 µM; 85,000 tested, 1.1% active;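 active = viability at or below 50% in the single dose screen; inactive = viability above 50%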;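 also: compound exposure lasted 72 h before the ATP readout; 100% = median luminescence of untreated cell-only wells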
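Material: human lung fibroblast line LL 47, low passage; Evaluation: viability percentage against median untreated-cell control; Buffer or medium: 15% FBS in IMEM; Incubation: 72 h compound exposure at 37 °C after overnight plating; Dosing: 0.1% DMSO in all compound wells; Measured by: CellTiter-Glo luminescence.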
HUVEC inhibit: inhibitors of human endothelial cell proliferation. HUVEC proliferation, CellTiter-Glo luminescence, 72 h; hits give low values. viability, % at 10 µM (by protocol). 86,000 tested, 1.1% active. AID 648;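 active = viability at or below 30%; inactive = viability above 30%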;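 also: 100% = median luminescence of DMSO-only cell control wells on each plate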
sEH activator: activators of human soluble epoxide hydrolase; P34913; purified human sEH enzymatic activity, activator screen; activation, % at 2 µM; 91,000 tested, 0.04% active; AID 717; in the data active = activation above about 37%; also: values of inactives mirror those of a sister screen read the other way
S1P2 blocker: blocks the human S1P2 receptor | O95136 | 97,000 tested, 0.21% active | cell-based S1P2 antagonist assay, inhibition at 5 uM | inhibition, % at 5 µM; in the data active = inhibition above about 45%;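 also: CRE beta-lactamase reporter cells expressing human S1P2 stimulated with S1P; 0% = agonist at EC80 alone and 100% = agonist plus reference antagonist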
Target sequence (O95136 whole entry, looked up): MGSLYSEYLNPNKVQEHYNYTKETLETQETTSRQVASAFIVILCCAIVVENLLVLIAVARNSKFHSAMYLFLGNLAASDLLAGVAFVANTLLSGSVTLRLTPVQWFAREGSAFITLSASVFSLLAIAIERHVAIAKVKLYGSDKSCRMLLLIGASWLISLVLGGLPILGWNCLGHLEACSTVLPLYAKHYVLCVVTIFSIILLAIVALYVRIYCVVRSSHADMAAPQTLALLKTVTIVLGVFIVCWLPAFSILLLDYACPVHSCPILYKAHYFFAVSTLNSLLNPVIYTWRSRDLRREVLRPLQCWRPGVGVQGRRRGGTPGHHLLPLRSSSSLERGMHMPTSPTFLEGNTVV
H69AR inhibit: blocks growth of human H69AR lung tumor cells; H69AR lung tumor viability, ATP luminescence, 72 h; hits give low values; viability, % at 10 µM; 85,000 tested, 6% active;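 active = viability at or below 40%; inactive = viability above 40%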;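 also: multidrug resistant small cell line overexpressing MRP-1 efflux transporter; 100% = mean luminescence of untreated control wells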
PostGolgi ctrl: inhibits growth of the yeast control strain | efflux-deficient yeast background strain, growth absorbance A615, 16 h | 98,000 tested, 5% active | inhibition, % at 10 µM; in the data active = inhibition above about 30%
S1P2 ag: activates the human S1P2 receptor; activation, % at 4.5 µM; 97,000 tested, 0.46% active; O95136; S1P2-expressing cell line, agonist reporter read-out; in the data active = activation above about 16%;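 also: 0% = vehicle low control and 100% = maximal reference agonist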
PTPN22 act: LYP (human) phosphatase activation | recombinant LYP, DiFMUP fluorescence; 0 = plate median, 100 = signal doubled | activation, % at 2 µM | 96,000 tested, 0.11% active | AID 697;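 active = activation at 2 µM above a set limit, the mean plus 5 SD, cut at about 37% in these data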
Numbers without * were called inactive; x = no result given. This is a subset (hit frequency here may not be typical).

Order of values – sEH inh, Lung fibro prol, HUVEC inhibit, sEH activator, S1P2 blocker, H69AR inhibit, PostGolgi ctrl, S1P2 ag, PTPN22 act
Cc1ccc2oc(=O)n(CC(=O)O)c2c1
 : 4, 100, 103, -2, 8, 97, -3, -3, 3
O=C(Cn1c(-c2ccc(Cl)cc2)noc1=O)N1CCN(c2ccccc2F)CC1
 : 0, 99, 98, 2, -4, 97, 6, -6, -29
COC(=O)CSc1nc(C(C)C)nc2ccccc12
 : -9, x, x, 7, -15, x, 7, -1, 1
CCC(C)(C)NC(=O)C(c1cccn1C)N(C(=O)Cn1nnc2ccccc21)c1ccc(F)cc1 (configuration not stated)
 : 9, 90, 82, -10, 10, 55, 12, -7, 8
O=C(O)CCCC(=O)NCCCCc1ccccc1
 : 4, 100, 105, -2, -8, 94, 4, -5, 1
CCOC(=O)CNC(=O)c1cnn2cccnc12
 : -5, 106, 91, 3, -64, 100, 6, 0, 6
Cc1cc(OCC(=O)NCc2nc(-c3ccccc3)no2)c(C)cc1Br
 : 11, 107, 74, -10, 2, 45, 33*, -3, 9
CC(=O)NCC(=O)N(c1ccccc1)C1(C(=O)NC2CCCCC2)CCCCC1
 : 0, 101, 95, 0, 5, 99, 12, -3, 6
COc1ccccc1-n1c(SCC(=O)N2CCCCC2)nnc1-c1ccccc1O
 : x, 99, 115, x, 2, 85, 14, -6, 10
CN(C(=O)c1ccc2c(=O)n3c(nc2c1)CCCCC3)c1ccccc1
 : 4, 108, 104, -3, -1, 75, 11, -2, -1

The list goes on:
Order of values – sEH inh, Lung fibro prol, HUVEC inhibit, sEH activator, S1P2 blocker, H69AR inhibit, PostGolgi ctrl, S1P2 ag, PTPN22 act
O=C1CC(c2ccccc2)n2nc(NS(=O)(=O)c3ccccc3)nc2N1 (configuration not stated)
 : x, 102, 99, x, 10, 103, -4, -2, -7
COc1cccc(Cn2nnc3c(=O)[nH]c(C4CCCN(C(=O)c5ccccc5Cl)C4)nc32)c1 (configuration not stated)
 : 19, x, x, -20, 6, x, 3, -4, 5
O=C(Nc1ccc2c(c1)OCCO2)c1cnc2ccccn2c1=O
 : 0, 107, 104, 5, 1, 97, x, -3, 7
CCCn1c(=O)c2c(C(F)(F)F)cc(-c3ccco3)nc2n(CCC)c1=O
 : 6, x, x, -6, -3, x, 2, -4, -9
COc1ccc(-c2noc(-c3ccccc3Cl)n2)cc1OC
 : -13, 108, 126, 12, -3, 75, 16, 0, 0
COC(=O)CCSc1nccn1Cc1ccccc1
 : 9, 99, 89, -4, 13, 97, 21, -5, 5
Clc1ccc(CSc2ncn(-c3ccccc3)n2)cc1
 : -4, 100, 100, 4, 18, 100, x, 0, 0
Cc1cc(C)n2nc(SCc3nnc(SCc4ccccc4C)s3)nc2n1
 : -7, x, x, 9, -16, x, 20, -2, 0
Cc1ccc(NC(=O)/C(=C\c2cccnc2)NC(=O)c2ccco2)cc1
 : 8, x, x, -6, 16, x, 0, -5, -4
COc1ccc(NC(=O)CSc2nc3c(c(=O)[nH]2)CCC3)cc1OC
 : 11, x, x, -13, -9, x, 2, -6, 2

The results go on.
Order of values – sEH inh, Lung fibro prol, HUVEC inhibit, sEH activator, S1P2 blocker, H69AR inhibit, PostGolgi ctrl, S1P2 ag, PTPN22 act
COC(=O)CCC(=O)Nc1ccc(C)cc1OC(=O)CCC(=O)OC
 : 6, 89, 85, -4, 4, 85, -7, -4, -1
CCOc1cc(-c2cc(-c3ccccc3)nc(N)c2C#N)ccc1O
 : -8, 82, 53, 2, -13, 23*, 4, -3, 7
COc1ccc(NC(=O)CSc2nnc(-c3ccccn3)n2N)cc1
 : -4, 105, 94, 6, 14, 101, -7, -13, 0
CC(=O)c1cccc(NC(=O)c2ccc(NS(C)(=O)=O)cc2)c1
 : -8, 110, 91, 10, -15, 59, 2, -2, 8
CC([NH2+][O-])C(C)(C)NO (configuration not stated)
 : -16, 97, 105, 20, -20, 83, 1, -5, 10
Cc1cc(C)nc(Sc2nc(C)nc3c2oc2ccccc23)n1
 : 3, x, x, -4, -13, x, 8, 5, 14
CN(C)c1nc(OCC(=O)NC(C)(C)C)nc(N(C)C)n1
 : 13, 100, 102, -14, 15, 104, 5, -2, 2
CCCCNC(=O)C1c2cc(OC)c(OC)cc2C(=O)N(C)C1c1ccc(OC)cc1 (configuration not stated)
 : x, 93, 93, x, x, 106, 24, x, x
CC(NC(=O)C1CCCN(C(=O)N(C)C)C1)c1ccccc1 (configuration not stated)
 : -9, 101, 90, 12, 7, 99, 0, -7, 0
CCOc1ccc(NC(=O)CNc2ccc(C)cc2Cl)cc1
 : 71, x, x, -72, 8, x, 1, -1, 6

Next compounds follow:
Order of values – sEH inh, Lung fibro prol, HUVEC inhibit, sEH activator, S1P2 blocker, H69AR inhibit, PostGolgi ctrl, S1P2 ag, PTPN22 act
Cc1cccc(NC(=O)C2CCCN(C(=O)Nc3ccccc3)C2)c1C (configuration not stated)
 : 1, 104, 99, 0, 4, 96, -1, -5, 7
COc1cccc(C(=O)N(Cc2ccco2)Cc2cc3cccc(C)c3[nH]c2=O)c1
 : -15, 99, 74, 14, 17, 85, 13, -2, -5
COc1ccccc1CNC(=O)C1CCN(S(C)(=O)=O)CC1
 : -1, 99, 104, 7, 13, 97, 23, -1, -4
COC(=O)CCCCC1SCC(NC(=O)OC)C1NC(=O)OC (configuration not stated)
 : 8, 99, 101, -8, -15, 87, 2, -1, 5
CCc1ccc(-c2nc(CN3CCCC(C(=O)NCCc4ccc(OC)c(OC)c4)C3)c(C)o2)cc1 (configuration not stated)
 : 12, 78, 60, -11, 1, 37*, 3, -3, 8
CN(C)c1ccc(C(=O)n2nnc3ccccc32)cc1
 : -19, 100, 80, 18, 10, 84, 14, -6, -7
CCN(CC)c1ccc(C(=O)OCc2cc(=O)oc3cc(O)ccc23)cc1
 : 4, x, x, -3, -6, x, 4, -4, 6
CCc1nnc(NC(=O)CSc2nnc(Cc3cccn3C)n2CCOC)s1
 : x, 102, 106, x, 2, 89, 2, -3, 2
CN(C)CCN1C(=O)C(O)=C(C(=O)c2cc3ccccc3o2)C1c1ccc(N(C)C)cc1 (configuration not stated)
 : 2, 106, 91, -2, 10, 84, 13, 1, 5
CC(=O)C1=C(O)C(=O)N(C2CCCCC2)C1c1ccccc1 (configuration not stated)
 : 5, 104, 106, -7, 6, 102, x, -3, -7

Going on with the list:
mol	sEH inh	Lung fibro prol	HUVEC inhibit	sEH activator	S1P2 blocker	H69AR inhibit	PostGolgi ctrl	S1P2 ag	PTPN22 act
CC1CCCCC1NC(=O)C1CCN(S(=O)(=O)N2CCC3(CC2)OCCO3)CC1 (configuration not stated)	40	99	95	-40	9	98	8	-3	10
CCOc1ccc(C=O)cc1CN1CCCCC1	-12	103	100	14	0	92	7	-6	3
CN(CC(=O)NCCc1ccccc1)S(=O)(=O)c1cccs1	x	111	103	x	10	106	5	-9	-2
Oc1ccc(-c2cn3c(n2)SCC3)cc1O	-5	83	58	2	-1	44	8	-1	-11
C/C(Cl)=C\Cn1c(NCCCn2ccnc2)nc2c1c(=O)n(C)c(=O)n2C	-15	92	85	14	1	79	-9	-4	10
CC(C)CNc1nc2c(c(=O)n(C)c(=O)n2C)n1Cc1cccc(Br)c1	0	96	88	2	-19	88	19	-1	3
COc1cc(OC)c(OC)cc1CN1CCCC(C(=O)N2CCCCC2)C1 (configuration not stated)	9	109	103	-9	18	90	2	0	3
O=C(O)CCc1ccc(-c2ccc(F)cc2)n1CC1CCCO1 (configuration not stated)	5	97	105	-4	3	89	10	-4	9
CC1CCN(CCCCOc2ccccc2[N+](=O)[O-])CC1	7	x	x	-9	13	x	25	-3	4
Cc1ccc(Cn2ccc(NC(=O)c3cc4nc(-c5ccco5)cc(C(F)(F)F)n4n3)n2)cc1	-25	67	68	27	22	35*	6	-5	-7
CCOC(=O)N1CCC2(CC1)C(C(=O)C13CC4CC(CC(C4)C1)C3)C2(C#N)C#N (configuration not stated)	x	96	101	x	9	57	14	-8	5
COc1ccccc1NC(=O)CC(=O)CSc1nnc(-c2ccc(C)cc2)n1C	5	97	94	-4	-6	93	23	-7	7

(cont.)
mol	sEH inh	Lung fibro prol	HUVEC inhibit	sEH activator	S1P2 blocker	H69AR inhibit	PostGolgi ctrl	S1P2 ag	PTPN22 act
CC(C)Cn1c(CN(C)Cc2ccccc2)nc2c1c(=O)n(C)c(=O)n2C	-6	97	100	5	-5	87	5	-5	-4
CC1=C(C(=O)Nc2ccccc2)C(c2ccccc2)N2C(=O)CSC2=N1 (configuration not stated)	5	94	99	-4	8	97	13	-9	-5
CSCCC(NC(=O)C1CCC(C)CC1)C(=O)NCCN1CCOCC1 (configuration not stated)	9	99	96	-9	-6	98	17	-2	5
CCCOc1ccc(N2C(=O)CC(SC(=NC)Nc3ccc(F)cc3)C2=O)cc1 (configuration not stated)	14	106	76	-16	-2	57	-3	-11	8
CCCNC(=O)c1csc2c1CCCCC2	-19	98	100	18	-6	96	4	-2	15
O=C(N/N=C/c1cccc([N+](=O)[O-])c1)c1ccc2nc[nH]c2c1	1	97	87	0	-18	46	-5	-3	1
O=S(=O)(Nc1ccc(N2CCCCC2)cc1)c1cccc2cccnc12	3	98	121	-1	3	110	38*	-2	-6
C/C(=N\NC(=O)c1c(Br)c(C)nn1C)c1cccc(NC(=O)C2CCC2)c1	15	x	x	-10	-3	x	-3	-8	-2
Cc1cccc(N2CC(C)Cn3c2nc2c3c(=O)n(CC(=O)OCc3ccccc3)c(=O)n2C)c1 (configuration not stated)	-2	99	86	0	8	x	3	-6	-7
N=c1nc(SCCC(=O)O)ss1	-16	103	95	17	-7	96	0	-5	-4
CCS(=O)(=O)c1ccc2oc(SCC(=O)NCCC3=CCCCC3)nc2c1	40	92	101	-40	20	66	1	-5	-10
COc1ccc(C2(C(=O)Nc3ccc(C(=O)N4CCOCC4)cc3)CCOCC2)cc1	5	99	88	-7	23	97	2	-5	-8
O=[N+]([O-])c1ccc(NNC(=S)Nc2ccc(F)cc2)cc1	4	87	59	-4	11	14*	x	-7	4

Gathered by group: the entries above with an aryl methoxy group
mol	sEH inh	Lung fibro prol	HUVEC inhibit	sEH activator	S1P2 blocker	H69AR inhibit	PostGolgi ctrl	S1P2 ag	PTPN22 act
COc1ccccc1-n1c(SCC(=O)N2CCCCC2)nnc1-c1ccccc1O	x	99	115	x	2	85	14	-6	10
COc1cccc(Cn2nnc3c(=O)[nH]c(C4CCCN(C(=O)c5ccccc5Cl)C4)nc32)c1 (configuration not stated)	19	x	x	-20	6	x	3	-4	5
COc1ccc(-c2noc(-c3ccccc3Cl)n2)cc1OC	-13	108	126	12	-3	75	16	0	0
COc1ccc(NC(=O)CSc2nc3c(c(=O)[nH]2)CCC3)cc1OC	11	x	x	-13	-9	x	2	-6	2
COc1ccc(NC(=O)CSc2nnc(-c3ccccn3)n2N)cc1	-4	105	94	6	14	101	-7	-13	0
CCCCNC(=O)C1c2cc(OC)c(OC)cc2C(=O)N(C)C1c1ccc(OC)cc1 (configuration not stated)	x	93	93	x	x	106	24	x	x
COc1cccc(C(=O)N(Cc2ccco2)Cc2cc3cccc(C)c3[nH]c2=O)c1	-15	99	74	14	17	85	13	-2	-5
COc1ccccc1CNC(=O)C1CCN(S(C)(=O)=O)CC1	-1	99	104	7	13	97	23	-1	-4
CCc1ccc(-c2nc(CN3CCCC(C(=O)NCCc4ccc(OC)c(OC)c4)C3)c(C)o2)cc1 (configuration not stated)	12	78	60	-11	1	37*	3	-3	8
COc1cc(OC)c(OC)cc1CN1CCCC(C(=O)N2CCCCC2)C1 (configuration not stated)	9	109	103	-9	18	90	2	0	3
COc1ccccc1NC(=O)CC(=O)CSc1nnc(-c2ccc(C)cc2)n1C	5	97	94	-4	-6	93	23	-7	7
COc1ccc(C2(C(=O)Nc3ccc(C(=O)N4CCOCC4)cc3)CCOCC2)cc1	5	99	88	-7	23	97	2	-5	-8
